Fam108B counter – Fam108B inhibition, counter-screen for RBBP9 inhibitors; 300,000 tested, 0.33% active; inhibition, % at 9.51 µM; recombinant Fam108B, FP-Rh probe fluorescence polarization;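 active = inhibition above the screen mean inhibition plus 3 SD, computed separately per campaign, cut at about 18% in these data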;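 note: inhibitors lower polarization as less probe binds the enzyme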
Efflux pump mplx – antifungal efflux pump inhibition, Nile Red retention | AID 485275 | 330,000 tested, 0.44% active | S. cerevisiae Candida pump triplex | inhibition, % at 10 µM;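 active = plate passing quality check with inhibition over a set limit, or well fluorescence over plate mean plus 4 SD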;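 note: Nile Red retained in pooled yeast measured as flow cytometry median fluorescence; 0% = buffer negative control and 100% = Enniatin B positive control; higher means more Nile Red kept so more efflux inhibition; some compounds called inactive have numbers as strong as hits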
MCL1 BIM primary – disrupts human MCL1 binding to BIM-BH3 peptide; Q07820; GST-MCL1 / FITC-Bim-BH3 fluorescence polarization; inhibition, % at 10.9 µM; AID 2057; 320,000 tested, 0.68% active;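 active = inhibition above the mean inhibition of all tested compounds plus 3 SD, set per campaign, cut at about 40% in these data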;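 note: 0% = DMSO wells and 100% = unlabeled Bim-BH3 peptide control; higher means more loss of mP so more displacement of Bim peptide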
PME-1 inh – PME-1 (human) inhibition. AID 2130. Q9Y570. recombinant PME-1, FP-Rh probe fluorescence polarization. 320,000 tested, 0.53% active. inhibition, % at 5.9 µM;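 active = inhibition above the campaign mean of all compounds plus 3 SD, cut at about 26% in these data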;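 note: competitive labeling of PME-1 active site by serine hydrolase directed probe; 0% = PME-1 with DMSO and 100% = wells lacking PME-1 enzyme; inhibitors block probe labeling so polarization falls and inhibition rises; many of its hits are not listed in these tables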
GRK2 aptamer HTS – human GRK2 inhibition via aptamer displacement; P25098; bead flow cytometry, FAM-aptamer displacement from GRK2; inhibition of aptamer binding, % at 10 µM; 330,000 tested, 0.59% active; AID 488847;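 active = inhibition of aptamer binding above 40%, roughly 3 SD of noise, on plates passing a quality check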;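 note: median bead fluorescence of bound FAM aptamer so fluorescent compounds give negative values; no value below 0 was filed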
MEX-5 binding – C. elegans MEX-5 TCR-2 RNA binding activity; Q9XUB2; MEX-5/FITC-TCR2 RNA binding, fluorescence polarization; stronger effect = lower value; activity score (negative = inhibition of binding), % at 10 µM; 300,000 tested, 0.38% active;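 active = inhibition past about -25% in most replicates, and total fluorescence under double the plate's negative control median, limit read from the data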;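 note: 0% = DMSO and -100% = 5 µM competing unlabeled TCR2 RNA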
Bcl-xL primary – blocks human Bcl-xL binding to Bim BH3 peptide. GST-Bcl-xL / FITC-Bim BH3 peptide fluorescence polarization. inhibition, % at 10.9 µM. 320,000 tested, 0.7% active;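 active = inhibition above the mean of all tested compounds plus 3 SD, cutoff set per campaign, cut at about 30% in these data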;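 note: 0% = DMSO wells and 100% = unlabeled Bim-BH3 peptide competitor; inhibitors lower millipolarization by displacing the labeled peptide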
VLA-4 inh – inhibition in a human VLA-4 binding assay; 330,000 tested, 0.2% active; AID 2557; P13612; inhibition, % (about 7 µM as worked out from the volumes in the protocol); VLA-4 expressing cells, ligand binding flow cytometry; in the data active = inhibition above about 50%
Target sequence (P13612 whole entry, looked up): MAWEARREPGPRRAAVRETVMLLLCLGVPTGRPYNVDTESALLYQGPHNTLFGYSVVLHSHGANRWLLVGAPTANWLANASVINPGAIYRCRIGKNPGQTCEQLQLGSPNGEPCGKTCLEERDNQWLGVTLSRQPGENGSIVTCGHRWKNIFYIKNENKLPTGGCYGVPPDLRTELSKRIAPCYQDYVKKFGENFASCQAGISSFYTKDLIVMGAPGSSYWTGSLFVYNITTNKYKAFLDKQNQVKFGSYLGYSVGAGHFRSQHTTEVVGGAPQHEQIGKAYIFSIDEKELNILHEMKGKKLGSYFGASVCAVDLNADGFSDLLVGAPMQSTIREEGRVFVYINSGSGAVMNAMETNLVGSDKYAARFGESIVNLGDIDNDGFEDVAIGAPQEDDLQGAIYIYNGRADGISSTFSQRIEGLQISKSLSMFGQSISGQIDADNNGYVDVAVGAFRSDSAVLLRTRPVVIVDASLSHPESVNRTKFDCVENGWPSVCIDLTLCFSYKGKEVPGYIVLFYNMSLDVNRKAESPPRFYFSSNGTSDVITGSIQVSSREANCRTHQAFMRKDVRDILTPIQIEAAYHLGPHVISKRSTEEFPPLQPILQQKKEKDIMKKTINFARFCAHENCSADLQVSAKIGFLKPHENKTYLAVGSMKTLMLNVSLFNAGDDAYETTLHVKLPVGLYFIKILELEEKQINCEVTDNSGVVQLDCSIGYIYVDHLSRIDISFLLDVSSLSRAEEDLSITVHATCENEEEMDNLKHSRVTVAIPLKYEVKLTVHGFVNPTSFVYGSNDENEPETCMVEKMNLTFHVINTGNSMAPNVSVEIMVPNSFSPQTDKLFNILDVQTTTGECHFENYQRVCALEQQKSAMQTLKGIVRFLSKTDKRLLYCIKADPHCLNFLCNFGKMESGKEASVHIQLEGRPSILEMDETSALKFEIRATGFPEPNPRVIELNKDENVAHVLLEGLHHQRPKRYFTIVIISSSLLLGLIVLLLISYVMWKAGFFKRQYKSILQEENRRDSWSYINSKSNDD
GLD-1 TGE inh – GLD-1-TGE RNA interaction inhibition (C. elegans) | Q17339 | purified GLD-1 + fluorescein TGE RNA, fluorescence polarization | inhibition, % at 5.96 µM | 320,000 tested, 0.44% active | AID 2280;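 active = percent inhibition above a per-plate cutoff, the plate mean of test compounds plus 3 SD, cut at about 30% in these data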;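 note: 0% = DMSO wells with GLD-1 and probe and 100% = wells lacking GLD-1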
Starred values were filed as active, the others as inactive. These rows are one share of the data (hit frequency here may not be typical).

For NC(=O)C1CCN(C2=C(NS(=O)(=O)c3ccc(Cl)cc3)C(=O)c3ccccc3C2=O)CC1 the results were Fam108B counter 7, Efflux pump mplx 0.1, MCL1 BIM primary -1, PME-1 inh 3, GRK2 aptamer HTS 0, MEX-5 binding -10, Bcl-xL primary 5, VLA-4 inh 4 and GLD-1 TGE inh 13.
CC(=O)N1c2ccccc2C2(O)N=C(C)SC12 (stereo not given) was read as Fam108B counter 1, Efflux pump mplx 0.2, MCL1 BIM primary 6, PME-1 inh 6, GRK2 aptamer HTS 0, MEX-5 binding 3.0, Bcl-xL primary 9, VLA-4 inh 2 and GLD-1 TGE inh -13.
Screening COc1ccc(CNC(=O)CSc2nnc(-c3cccnc3)n2N)cc1 returned Fam108B counter -4, Efflux pump mplx 0.1, MCL1 BIM primary 4, PME-1 inh -6, GRK2 aptamer HTS 0, MEX-5 binding 0.0, Bcl-xL primary 5, VLA-4 inh 2 and GLD-1 TGE inh 11.
`CSc1nc(N)nc(SCC(=O)CC(=O)OC(C)C)c1C#N` gave Fam108B counter -2, Efflux pump mplx 0.0, MCL1 BIM primary 7, PME-1 inh -1, GRK2 aptamer HTS 0, MEX-5 binding -2.6, Bcl-xL primary 8, VLA-4 inh 16 and GLD-1 TGE inh 3.
`CCN1CN(CCc2ccccc2)CNC1=S` gave Fam108B counter 1, Efflux pump mplx 0.1, MCL1 BIM primary 6, PME-1 inh 2, GRK2 aptamer HTS 0, MEX-5 binding 4.1, Bcl-xL primary 1, VLA-4 inh -4 and GLD-1 TGE inh 4.
`CC(C)N(C(=O)CN1C(=O)NC2(CCCCCC2)C1=O)C(C)C` gave Fam108B counter -3, Efflux pump mplx 0.4, MCL1 BIM primary -2, PME-1 inh -2, GRK2 aptamer HTS 2, MEX-5 binding -2.8, Bcl-xL primary 3, VLA-4 inh 6 and GLD-1 TGE inh 2.
For CC(=O)Nc1ccc(NC(=O)c2cc(S(=O)(=O)N3CCCCC3)ccc2C)cc1 the results were Efflux pump mplx -0.1, MCL1 BIM primary 0, PME-1 inh -4, GRK2 aptamer HTS 0, Bcl-xL primary -1, VLA-4 inh 9 and GLD-1 TGE inh -2.
`Cc1noc(C)c1S(=O)(=O)N(C)C[C@H]1Oc2c(NC(=O)C3CCCCC3)cccc2C(=O)N([C@H](C)CO)C[C@@H]1C` gave Efflux pump mplx 0.3, GRK2 aptamer HTS 0, VLA-4 inh 33 and GLD-1 TGE inh 1.
Screening N#CCC(=O)NNc1c([N+](=O)[O-])cc(C(F)(F)F)cc1[N+](=O)[O-] returned Fam108B counter -3, Efflux pump mplx 0.0, MCL1 BIM primary 3, PME-1 inh 1, GRK2 aptamer HTS 3, MEX-5 binding -1.4, Bcl-xL primary 2, VLA-4 inh 11 and GLD-1 TGE inh 9.
`CN(CC(=O)Nc1cccc(F)c1)C(=O)CC1CC2CCC1C2` (stereo not given) gave Fam108B counter 1, Efflux pump mplx -0.1, MCL1 BIM primary -13, PME-1 inh 3, GRK2 aptamer HTS 0, MEX-5 binding 0.4, Bcl-xL primary -9, VLA-4 inh 6 and GLD-1 TGE inh 2.
For CSC(=NC1CCCCC1)NS(=O)(=O)c1ccccc1 the results were Fam108B counter -1, Efflux pump mplx 0.1, MCL1 BIM primary -10, PME-1 inh 9, GRK2 aptamer HTS 0, MEX-5 binding 4.7, Bcl-xL primary -7, VLA-4 inh 14 and GLD-1 TGE inh -2.
NC(=O)c1cc(S(=O)(=O)N2CCN(c3ccc([N+](=O)[O-])cc3)CC2)cs1 was read as Fam108B counter -1, Efflux pump mplx -0.1, MCL1 BIM primary 1, PME-1 inh 11, GRK2 aptamer HTS 2, MEX-5 binding -2.6, Bcl-xL primary 4, VLA-4 inh 2 and GLD-1 TGE inh -7.
`O=C(CN(Cc1ccco1)C(=O)c1ccc(N2CCCC2=O)cc1)Nc1ccccc1C(F)(F)F` gave Fam108B counter 2, Efflux pump mplx 0.0, MCL1 BIM primary -12, PME-1 inh -1, GRK2 aptamer HTS 2, MEX-5 binding -0.2, Bcl-xL primary -10, VLA-4 inh -3 and GLD-1 TGE inh 2.
For COc1ccc(OC)c(NC(=O)c2cc3c(Cl)nc4ccccc4c3s2)c1 the results were Fam108B counter -2, Efflux pump mplx -17, MCL1 BIM primary 9, PME-1 inh 3, GRK2 aptamer HTS 2, MEX-5 binding -2.6, Bcl-xL primary 6, VLA-4 inh -2 and GLD-1 TGE inh 2.
CCC(Sc1ccccn1)C(=O)Nc1cccc([N+](=O)[O-])c1 (stereo not given) was read as Fam108B counter -4, Efflux pump mplx 0.0, MCL1 BIM primary 8, PME-1 inh -4, GRK2 aptamer HTS 0, MEX-5 binding 0.8, Bcl-xL primary 0, VLA-4 inh 1 and GLD-1 TGE inh 0.
`COc1ccc(N2CSC3=C(C#N)C(c4cccs4)CC(=O)N3C2)cc1` (stereo not given) gave Fam108B counter 2, Efflux pump mplx -0.1, MCL1 BIM primary 18, PME-1 inh -1, GRK2 aptamer HTS 0, MEX-5 binding 1.3, Bcl-xL primary 6, VLA-4 inh -2 and GLD-1 TGE inh -1.
`CCN(CC)S(=O)(=O)c1ccc(Cl)c(C(=O)NCC2CCCO2)c1` (stereo not given) gave Fam108B counter -1, Efflux pump mplx 0.1, MCL1 BIM primary -11, PME-1 inh 4, GRK2 aptamer HTS 0, MEX-5 binding 2.0, Bcl-xL primary -4, VLA-4 inh 15 and GLD-1 TGE inh 1.
`CCCCCOc1ccc(CSc2ncn[nH]2)cc1` gave Fam108B counter -5, Efflux pump mplx 0.1, MCL1 BIM primary 0, PME-1 inh -6, GRK2 aptamer HTS 0, MEX-5 binding 2.5, Bcl-xL primary -3, VLA-4 inh 8 and GLD-1 TGE inh 7.
CC(=O)c1c(C)[nH]c(C(=O)COC(=O)C2(C)CC2(Cl)Cl)c1C (stereo not given) was read as Efflux pump mplx 0.1, GRK2 aptamer HTS 5, VLA-4 inh -5 and GLD-1 TGE inh 4.
`CC(C)C(C(=O)Nc1nccs1)c1ccccc1` (stereo not given) gave Fam108B counter -3, Efflux pump mplx -0.1, MCL1 BIM primary 4, PME-1 inh -3, GRK2 aptamer HTS 0, MEX-5 binding -0.8, Bcl-xL primary 5, VLA-4 inh 1 and GLD-1 TGE inh 2.
For Brc1cnc(N2CCCCC2)nc1N1CCOCC1 the results were Fam108B counter -2, Efflux pump mplx 0.0, MCL1 BIM primary -1, PME-1 inh 4, GRK2 aptamer HTS 25, MEX-5 binding 0.7, Bcl-xL primary 3, VLA-4 inh 17 and GLD-1 TGE inh 3.
For C=CCC1(C(=O)N(C)Cc2ccccc2)CCN(C(=O)OC(C)(C)C)CC1 the results were Fam108B counter -5, MCL1 BIM primary -3, PME-1 inh -2, MEX-5 binding -1.3, Bcl-xL primary 2 and GLD-1 TGE inh 5.
`CCCCN(C(=O)CSc1ncn[nH]1)c1c(N)n(Cc2ccccc2)c(=O)[nH]c1=O` gave Efflux pump mplx -0.4, MCL1 BIM primary 8, PME-1 inh -2, GRK2 aptamer HTS 3, Bcl-xL primary 4, VLA-4 inh 9 and GLD-1 TGE inh 5.
For O=C(NC(=S)NCc1ccccc1)c1cccs1 the results were Fam108B counter -1, Efflux pump mplx 3.0, MCL1 BIM primary 9, PME-1 inh 5, GRK2 aptamer HTS 0, MEX-5 binding -1.4, Bcl-xL primary 4, VLA-4 inh 10 and GLD-1 TGE inh 5.
For CC(=O)c1ccc(NC(=S)Nc2ccn(Cc3ccc(Br)cc3)n2)cc1 the results were Fam108B counter -5, Efflux pump mplx 0.0, MCL1 BIM primary 4, PME-1 inh -2, GRK2 aptamer HTS 4, MEX-5 binding 1.6, Bcl-xL primary 9, VLA-4 inh -7 and GLD-1 TGE inh 0.
For COc1ccc(-c2noc(CN(C)C(=O)c3ccoc3C)n2)cc1OC the results were Fam108B counter -5, Efflux pump mplx 0.2, MCL1 BIM primary 6, PME-1 inh -4, GRK2 aptamer HTS 1, MEX-5 binding -3.6, Bcl-xL primary 5, VLA-4 inh 6 and GLD-1 TGE inh 6.
For CCCCc1nnc(NC(=O)C(C)Sc2nc(N)cc(=O)[nH]2)s1 (stereo not given) the results were Fam108B counter -1, Efflux pump mplx -0.1, MCL1 BIM primary 8, PME-1 inh -4, GRK2 aptamer HTS 0, MEX-5 binding -1.1, Bcl-xL primary 5, VLA-4 inh -2 and GLD-1 TGE inh 2.
For CCn1c(=N)n(CC(=O)c2cccc(OC)c2)c2ccccc21 the results were Fam108B counter -3, Efflux pump mplx 0.1, MCL1 BIM primary 3, PME-1 inh -2, GRK2 aptamer HTS 0, MEX-5 binding -2.5, Bcl-xL primary -5, VLA-4 inh 16 and GLD-1 TGE inh 0.
Screening CC1CCc2cc(F)ccc2N1C(=O)CSc1nnc2c3cc(F)ccc3n(C)c2n1 (stereo not given) returned Fam108B counter -2, Efflux pump mplx -0.2, MCL1 BIM primary 8, PME-1 inh 5, GRK2 aptamer HTS 0, MEX-5 binding 1.3, Bcl-xL primary 7, VLA-4 inh 6 and GLD-1 TGE inh 3.
For CC(=O)c1ccc(S(=O)(=O)N2CCCc3ccccc32)cc1 the results were Fam108B counter -2, Efflux pump mplx -0.1, MCL1 BIM primary -3, PME-1 inh -4, GRK2 aptamer HTS 0, MEX-5 binding -0.4, Bcl-xL primary -1, VLA-4 inh 0 and GLD-1 TGE inh -1.
CCn1c(=O)cc(OCC(=O)N2CCN(c3cccc(C(F)(F)F)c3)CC2)c2ccccc21 was read as Fam108B counter 0, Efflux pump mplx 0.0, MCL1 BIM primary -5, PME-1 inh 3, GRK2 aptamer HTS 0, MEX-5 binding -0.8, Bcl-xL primary -1, VLA-4 inh -7 and GLD-1 TGE inh -1.
Screening Cc1ccc2c(COC(=O)C3CC(=O)N(c4ccc5c(c4)OCCO5)C3)cc(=O)oc2c1 (stereo not given) returned Efflux pump mplx -0.1, GRK2 aptamer HTS 0, VLA-4 inh -3 and GLD-1 TGE inh -2.
Nc1nnc(-c2ccc(Cl)c(Cl)c2)s1 was read as Fam108B counter -8, Efflux pump mplx 0.1, MCL1 BIM primary 4, PME-1 inh -8, GRK2 aptamer HTS 0, MEX-5 binding -2.3, Bcl-xL primary 0, VLA-4 inh -6 and GLD-1 TGE inh 0.
For COCCN(C(=O)CSc1nnc(-c2cccc(F)c2)n1N)c1c(N)n(CC(C)C)c(=O)[nH]c1=O the results were Fam108B counter 1, Efflux pump mplx 0.0, MCL1 BIM primary -5, PME-1 inh 0, GRK2 aptamer HTS 2, MEX-5 binding 2.2, Bcl-xL primary 1, VLA-4 inh 11 and GLD-1 TGE inh -1.
`O=C(CCCc1nc(-c2ccccc2Cl)no1)NCc1cccnc1` gave Fam108B counter 1, Efflux pump mplx -0.1, MCL1 BIM primary -3, PME-1 inh 0, GRK2 aptamer HTS 0, MEX-5 binding 1.8, Bcl-xL primary -2, VLA-4 inh -6 and GLD-1 TGE inh 3.
`Cc1cc(C)c(S(=O)(=O)Nc2ccc(C(N)=O)cc2)c(C)c1` gave Fam108B counter -1, Efflux pump mplx 0.0, MCL1 BIM primary 1, PME-1 inh 0, GRK2 aptamer HTS 2, MEX-5 binding 0.4, Bcl-xL primary 4, VLA-4 inh 12 and GLD-1 TGE inh 0.
`Cc1csc(SCC(=O)Nc2cccc(C)c2C)n1` gave Efflux pump mplx 0.1, MCL1 BIM primary -1, PME-1 inh -5, GRK2 aptamer HTS 0, Bcl-xL primary -4, VLA-4 inh 0 and GLD-1 TGE inh 9.

Bioassay records from PubChem BioAssay.
